EWS-Fli inh – EWS/Fli-driven NR0B1 reporter inhibitors, primary screen, A673 cells, NR0B1 luciferase, luminescence, MLPCN library; viability-normalised; inhibition, % at 12.6 µM; 350,000 compounds, 0.67% hits;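 active = mean inhibition of at least 50% after viability correction, with every replicate also passing that limit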;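 note: firefly luciferase signal divided by Alamar Blue viability fluorescence both relative to DMSO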
PglD inh – C. jejuni PglD acetyltransferase inhibitors, primary screen, biochemical, DTNB colorimetric, single point; UDP-N-acetylbacillosamine N-acetyltransferase PglD (Campylobacter jejuni); purified PglD enzyme, DTNB colorimetric CoA detection; inhibition, % at 12.5 µM; 360,000 compounds, 0.098% hits; AID 602405, 2012; in the data active = inhibition above about 16%, passing the limit was not always enough; note: strong numbers were not always called active
LGR2 inh – inhibitors of bursicon-induced LGR2 CRE-luciferase signal, primary screen, cell-based, HEK293, CRE-luciferase reporter, bursicon stimulation. bursicon-stimulated, 4 h. 380,000 compounds, 0.35% hits. Drosophila bursicon receptor LGR2 (rickets). AID 720647, 2013. inhibition, % at 9.99 µM;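 active = drop in luminescence signal, shown as inhibition above about 50% in the replicate tests, limit read from the data, passing the limit was not always enough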;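 note: agonist challenge used bursicon conditioned medium at about half maximal strength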
PGC1a acetyl inh – inhibitors of PGC1a acetylation signal, primary screen, cell-based, U2OS, AlphaScreen, inhibitor mode. AlphaScreen anti-acetyl-lysine; with virally co-expressed GCN5 acetyltransferase. inhibition, % at 15.6 µM. 350,000 compounds, 0.17% hits. AID 651687, 2012;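 active = every replicate shows inhibition of at least 40%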;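 note: 0% = neutral control wells and 100% = positive control wells; some results beyond the cut were filed as inactive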
S100A4 MyoIIA – inhibitors of S100A4-myosin IIA peptide binding, primary screen, biochemical, fluorescence polarization, TAMRA-MyoIIA peptide; Protein S100-A4 (Homo sapiens), P26447; inhibition, % at 10.7 µM; 360,000 compounds, 0.14% hits;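 active = mean inhibition of at least 70% across replicates, with every replicate also reaching that level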
Target sequence (P26447 whole entry, looked up): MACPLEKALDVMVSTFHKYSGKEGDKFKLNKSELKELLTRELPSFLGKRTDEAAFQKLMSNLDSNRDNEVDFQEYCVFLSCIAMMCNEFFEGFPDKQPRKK
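incubation = readout 5 min after mixing, signal stable up to 60 min | system = S100A4 monomer protein | buffer or medium = HEPES pH 7.2 with CaCl2, KCl, NaCl, DTT, Triton | benchmarks = neutral control DMSO, positive control TFP | also added = fluorescent myosin IIA peptide, 5 nM | compound dosing = one concentration per compound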
FN deposition inh – inhibitors of fibronectin matrix deposition, primary screen, AH1F cells, Alexa488-fibronectin fluorescence, plate reader; AID 743247, 2014; 350,000 compounds, 0.086% hits; inhibition, % at 12.6 µM; AH1F fibroblasts, overnight;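 active = mean inhibition across replicates of 30% or more, regardless of how many single replicates reach that level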;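 note: positive control wells lacked labelled fibronectin entirely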
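Assay system: AH1F fibroblasts / Quantity: 10000 cells per well / Medium: DMEM plus 2% serum, read in PBS / Reagent: labelled fibronectin 24 nM / Dosing: single dose, pinned / Times: 1 h cell attachment, overnight exposure to compound and label / Signal: fluorescence, ex 485 nm, em 525 nm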
PAX8 reporter – inhibitors of PAX8-driven TPO luciferase reporter, primary screen, RMG-I cells, single concentration; inhibition, % at 12.6 µM; 360,000 compounds, 1.2% hits; AID 652154, 2013; SteadyGlo, 24 h;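 active = mean replicate inhibition at least 60% with every replicate also reaching 60%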;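 note: luciferase light reporting Pax8 driven TPO promoter activity; plate controls were median of neutral control wells for no effect and mitoxantrone controls for full effect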
ERAP1 inh – human ERAP1 aminopeptidase inhibitors, primary screen, biochemical, single point, plate reader. 340,000 compounds, 0.15% hits. inhibition, % at 10.7 µM. recombinant ERAP1, Leu-AMC fluorescence, 60 min. AID 652197, 2013;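 active = mean replicate inhibition of at least 30%, or all replicates individually reaching that 30% level; inactive = mean below 30% and not every replicate reaching it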;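 note: 0% = neutral control wells and 100% = L-leucinethiol positive control wells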
Target sequence (Q9NZ08 whole entry, looked up): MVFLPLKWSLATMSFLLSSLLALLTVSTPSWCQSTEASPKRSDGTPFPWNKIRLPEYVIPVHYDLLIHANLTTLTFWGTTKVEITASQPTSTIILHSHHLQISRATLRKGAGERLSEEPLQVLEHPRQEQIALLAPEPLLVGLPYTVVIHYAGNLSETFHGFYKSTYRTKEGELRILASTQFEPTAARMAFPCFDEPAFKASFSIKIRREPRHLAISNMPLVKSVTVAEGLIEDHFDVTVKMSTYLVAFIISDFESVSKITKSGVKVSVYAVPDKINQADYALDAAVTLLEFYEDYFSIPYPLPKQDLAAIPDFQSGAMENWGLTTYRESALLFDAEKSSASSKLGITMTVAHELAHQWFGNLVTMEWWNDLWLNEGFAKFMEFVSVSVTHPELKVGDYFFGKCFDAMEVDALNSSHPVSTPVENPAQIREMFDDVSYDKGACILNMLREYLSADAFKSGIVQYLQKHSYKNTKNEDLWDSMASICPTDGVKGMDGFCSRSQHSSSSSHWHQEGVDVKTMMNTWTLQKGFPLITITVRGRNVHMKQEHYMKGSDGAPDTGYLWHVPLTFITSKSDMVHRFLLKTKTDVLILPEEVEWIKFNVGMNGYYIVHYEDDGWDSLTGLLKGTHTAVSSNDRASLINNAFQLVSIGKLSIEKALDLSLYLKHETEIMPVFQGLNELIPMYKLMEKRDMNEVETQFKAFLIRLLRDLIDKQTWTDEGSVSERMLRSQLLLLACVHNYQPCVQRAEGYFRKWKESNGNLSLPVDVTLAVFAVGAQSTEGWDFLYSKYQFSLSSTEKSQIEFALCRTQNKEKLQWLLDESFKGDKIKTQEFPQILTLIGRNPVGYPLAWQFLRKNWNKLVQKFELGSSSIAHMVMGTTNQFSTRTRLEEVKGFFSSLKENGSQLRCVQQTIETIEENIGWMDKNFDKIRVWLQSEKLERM
An asterisk follows results filed as active. An unsorted share of the library; any-hit rate near 2.1%.

What do the screens show for `COc1ccc(S(=O)(=O)N2CCCCN3[C@H](C2)[C@H](c2ccc(C#CCC(C)C)cc2)[C@@H]3CO)cc1`?
EWS-Fli inh: -3; PglD inh: 0; LGR2 inh: 33; PGC1a acetyl inh: 0; S100A4 MyoIIA: 19; PAX8 reporter: 19; ERAP1 inh: -2

Results for CN(C(=O)CSc1nc2ccccc2n1CCc1ccccc1)C1CCS(=O)(=O)C1 (centres undefined) ?
PglD inh: -3; PGC1a acetyl inh: 19; FN deposition inh: 4; PAX8 reporter: 1

Results for COc1cc(Cl)c(C)cc1NC(=O)CNC(=O)Cn1cnc2ccccc2c1=O ?
PglD inh: -6; LGR2 inh: -6; PGC1a acetyl inh: 1; FN deposition inh: 0

What do the screens show for `COc1cc2cc(Oc3ccc4ccc(=O)oc4c3)c(=O)oc2cc1O`?
EWS-Fli inh: 10; PglD inh: 3; PGC1a acetyl inh: -5; S100A4 MyoIIA: 4; ERAP1 inh: -1

How did Cc1ccc(NC(=O)C2(C)CCN2CCc2ccccc2)cc1O (centres undefined) do in these assays?
EWS-Fli inh: 10; PglD inh: -2; LGR2 inh: -14; PGC1a acetyl inh: 4; S100A4 MyoIIA: 3; FN deposition inh: -3; PAX8 reporter: -13; ERAP1 inh: 0

How did CCCCCN(C(=O)COC(=O)Cc1c(C)nc2ccccc2c1C)c1c(N)n(CCCC)c(=O)[nH]c1=O do in these assays?
EWS-Fli inh: 7; LGR2 inh: 7; S100A4 MyoIIA: -1; FN deposition inh: -15; PAX8 reporter: 4; ERAP1 inh: -7

How did O=C(Nc1ccc(N2CCOCC2)cc1)c1cnccn1 do in these assays?
EWS-Fli inh: 57*; PglD inh: -1; LGR2 inh: 70*; S100A4 MyoIIA: 2; FN deposition inh: -4; PAX8 reporter: 58; ERAP1 inh: 0

How did C[C@H]1CCCCO[C@@H](CN(C)Cc2ccc(C(=O)O)cc2)[C@@H](C)CN([C@@H](C)CO)C(=O)c2cc(N(C)C)ccc2O1 do in these assays?
EWS-Fli inh: -4; LGR2 inh: 0; PGC1a acetyl inh: 9; FN deposition inh: -1; PAX8 reporter: -10

What do the screens show for `C[C@@H]1CN([C@@H](C)CO)S(=O)(=O)c2ccc(-c3ccncc3)cc2O[C@@H]1CN(C)C(=O)c1cccc(F)c1`?
EWS-Fli inh: 2; PglD inh: -2; LGR2 inh: 19; PGC1a acetyl inh: -9; S100A4 MyoIIA: -4; FN deposition inh: 0; PAX8 reporter: 16; ERAP1 inh: -2

How did Cn1c(CCN2CCCC2)nc2cc(NS(=O)(=O)c3ccc(F)cc3)ccc21 do in these assays?
EWS-Fli inh: -2; PglD inh: 0; LGR2 inh: 14; S100A4 MyoIIA: -26; FN deposition inh: -12; PAX8 reporter: 84*; ERAP1 inh: -4

The list goes on, starting with the last 5 of the part before.
How did CCCCCN(C(=O)COC(=O)Cc1c(C)nc2ccccc2c1C)c1c(N)n(CCCC)c(=O)[nH]c1=O do in these assays?
EWS-Fli inh: 7; LGR2 inh: 7; S100A4 MyoIIA: -1; FN deposition inh: -15; PAX8 reporter: 4; ERAP1 inh: -7

How did O=C(Nc1ccc(N2CCOCC2)cc1)c1cnccn1 do in these assays?
EWS-Fli inh: 57*; PglD inh: -1; LGR2 inh: 70*; S100A4 MyoIIA: 2; FN deposition inh: -4; PAX8 reporter: 58; ERAP1 inh: 0

How did C[C@H]1CCCCO[C@@H](CN(C)Cc2ccc(C(=O)O)cc2)[C@@H](C)CN([C@@H](C)CO)C(=O)c2cc(N(C)C)ccc2O1 do in these assays?
EWS-Fli inh: -4; LGR2 inh: 0; PGC1a acetyl inh: 9; FN deposition inh: -1; PAX8 reporter: -10

What do the screens show for `C[C@@H]1CN([C@@H](C)CO)S(=O)(=O)c2ccc(-c3ccncc3)cc2O[C@@H]1CN(C)C(=O)c1cccc(F)c1`?
EWS-Fli inh: 2; PglD inh: -2; LGR2 inh: 19; PGC1a acetyl inh: -9; S100A4 MyoIIA: -4; FN deposition inh: 0; PAX8 reporter: 16; ERAP1 inh: -2

How did Cn1c(CCN2CCCC2)nc2cc(NS(=O)(=O)c3ccc(F)cc3)ccc21 do in these assays?
EWS-Fli inh: -2; PglD inh: 0; LGR2 inh: 14; S100A4 MyoIIA: -26; FN deposition inh: -12; PAX8 reporter: 84*; ERAP1 inh: -4

What do the screens show for `C(=Nc1ccccc1)c1ccc[nH]1`?
EWS-Fli inh: -9; PglD inh: -4; LGR2 inh: 1; PGC1a acetyl inh: 5; S100A4 MyoIIA: 3; PAX8 reporter: 8; ERAP1 inh: 1

What do the screens show for `O=C(CC(F)(F)F)N1C[C@H]2[C@@H](c3ccccc31)[C@H](CO)N2C(=O)c1ccncc1`?
EWS-Fli inh: 0; PglD inh: 1; LGR2 inh: 3; PGC1a acetyl inh: 0; S100A4 MyoIIA: 14; FN deposition inh: -6; PAX8 reporter: 0; ERAP1 inh: 1

Results for O=C(O)c1ccc(-n2c(=O)c3ccccc3c3ccccc3c2=O)cc1 ?
EWS-Fli inh: 5; LGR2 inh: -22; PGC1a acetyl inh: 3; S100A4 MyoIIA: -10; FN deposition inh: -2; PAX8 reporter: -5; ERAP1 inh: 12

Results for Cc1cccc(C)c1NC(=O)N1CCCC1C(=O)Nc1ccc(-n2cnnn2)cc1 (centres undefined) ?
EWS-Fli inh: 6; LGR2 inh: 4; PGC1a acetyl inh: 17; S100A4 MyoIIA: 1; FN deposition inh: 9; PAX8 reporter: 9; ERAP1 inh: -3

What do the screens show for `CCC(CO)Oc1cc(NCc2ccc(C(C)(C)C)cc2)c2ncn(C(C)C)c2c1` (centres undefined)?
EWS-Fli inh: 8; PglD inh: -8; LGR2 inh: 22; S100A4 MyoIIA: -3; FN deposition inh: 1; PAX8 reporter: 27; ERAP1 inh: 2

Results for Cc1ccc(C(NC(=O)C2CCN(CCOc3ccc(Cl)cc3)CC2)c2ccccn2)cc1 (centres undefined) ?
EWS-Fli inh: 2; LGR2 inh: 9; PGC1a acetyl inh: -6; S100A4 MyoIIA: 2; FN deposition inh: -2; PAX8 reporter: 9; ERAP1 inh: 3

Results for O=C(Nc1cccc(C(=O)O)c1)/C(=C/c1ccc2c(c1)OCO2)NC(=O)c1cccc(Br)c1 ?
EWS-Fli inh: 0; LGR2 inh: 14; PGC1a acetyl inh: -10; S100A4 MyoIIA: -1; FN deposition inh: 7; PAX8 reporter: -11; ERAP1 inh: -32

How did COCc1c(C(=O)N/N=C(/C)c2ccc(OCc3ccccc3)cc2)nnn1-c1nonc1N do in these assays?
EWS-Fli inh: -60; PglD inh: 4; LGR2 inh: -56; PGC1a acetyl inh: -1; S100A4 MyoIIA: -6; FN deposition inh: 1; PAX8 reporter: -181; ERAP1 inh: 6

How did CCCCNC(=O)C1CCC(=O)N1CCc1ccccc1 (centres undefined) do in these assays?
EWS-Fli inh: 6; PglD inh: -2; LGR2 inh: -3; PGC1a acetyl inh: -8; S100A4 MyoIIA: -2; FN deposition inh: 1; PAX8 reporter: -9; ERAP1 inh: -1

What do the screens show for `Cc1ccc(C2c3[nH]c4ccccc4c3C[C@H]3C(=O)N(c4ccccc4C(=O)N4CCC(C(=O)O)CC4)C(=O)N23)cc1` (some centres undefined)?
EWS-Fli inh: -6; PglD inh: 1; LGR2 inh: -25; PGC1a acetyl inh: 8; S100A4 MyoIIA: -2; ERAP1 inh: 4

What do the screens show for `O=S(=O)(c1ccccc1)N1C2CCC1CC(O)(c1cccnc1)C2` (centres undefined)?
PglD inh: -7; PGC1a acetyl inh: -2; FN deposition inh: -2; PAX8 reporter: 3

How did COc1ccc(-c2nnc(C)c3nocc23)cc1 do in these assays?
EWS-Fli inh: -7; LGR2 inh: 0; S100A4 MyoIIA: -24; FN deposition inh: 5; PAX8 reporter: -46; ERAP1 inh: 1

How did S=C(S)OC1CC2CC1C1CCCC21 (centres undefined) do in these assays?
EWS-Fli inh: 0; PglD inh: -1; LGR2 inh: -8; PGC1a acetyl inh: 0; S100A4 MyoIIA: 0; FN deposition inh: -3; PAX8 reporter: -17; ERAP1 inh: 5

How did COCC#Cc1ccc2c(c1)O[C@@H](CN(C)C(=O)C1CCOCC1)[C@H](C)CN([C@H](C)CO)S2(=O)=O do in these assays?
EWS-Fli inh: -7; PglD inh: -2; LGR2 inh: 3; PGC1a acetyl inh: 2; S100A4 MyoIIA: 1; ERAP1 inh: 1

How did CO[C@@H]1CN(C)C(=O)c2cc(NC(=O)C3CC3)ccc2OC[C@H](C)N(Cc2cccnc2)C[C@H]1C do in these assays?
EWS-Fli inh: -4; PglD inh: -2; LGR2 inh: -2; S100A4 MyoIIA: -15; FN deposition inh: -10; PAX8 reporter: 14; ERAP1 inh: -2

What do the screens show for `O=C(COc1ccc(F)cc1)NN1C(=O)CSC1=S`?
EWS-Fli inh: 4; LGR2 inh: 1; S100A4 MyoIIA: -32; FN deposition inh: -2; PAX8 reporter: 2; ERAP1 inh: -1

Results for O=C(CCCCCN1C(=O)c2ccccc2C1=O)Nc1cccc(O)c1 ?
EWS-Fli inh: 14; PglD inh: -1; LGR2 inh: -5; PGC1a acetyl inh: -1; S100A4 MyoIIA: 7; FN deposition inh: 7; PAX8 reporter: 0; ERAP1 inh: -2

How did Cc1cnc(C(=O)OCC(=O)Nc2cccc(C)c2C)cn1 do in these assays?
EWS-Fli inh: -8; PglD inh: -1; LGR2 inh: 0; PGC1a acetyl inh: 4; S100A4 MyoIIA: 2; FN deposition inh: 1; PAX8 reporter: -18; ERAP1 inh: 3

What do the screens show for `COc1ccc(CCn2c(-c3ccncc3)n[nH]c2=S)cc1OC`?
EWS-Fli inh: -10; LGR2 inh: -8; S100A4 MyoIIA: 3; FN deposition inh: 7; PAX8 reporter: -3; ERAP1 inh: 4

How did Cc1ccc2c(c1)NC(=O)C(CC(=O)NCCCN1CCc3ccccc3C1)O2 (centres undefined) do in these assays?
EWS-Fli inh: 5; PglD inh: 0; LGR2 inh: -12; PGC1a acetyl inh: -2; S100A4 MyoIIA: -3; FN deposition inh: 5; PAX8 reporter: 13; ERAP1 inh: 0

Results for CC(C)OCC1Cn2c(nc3c2c(=O)n(C)c(=O)n3C)O1 (centres undefined) ?
EWS-Fli inh: 6; S100A4 MyoIIA: 0; FN deposition inh: 1; PAX8 reporter: 7; ERAP1 inh: -2

How did O=C(NCCOC(=O)c1ccccc1)c1ccc([N+](=O)[O-])cc1 do in these assays?
EWS-Fli inh: 5; PglD inh: -5; LGR2 inh: -13; PGC1a acetyl inh: -2; S100A4 MyoIIA: -4; FN deposition inh: -2; PAX8 reporter: 11; ERAP1 inh: 3

How did Cc1ccc(C(C)C)c(OCC(=O)Nc2ccc(N3CCOCC3)cc2N2CCOCC2)c1 do in these assays?
EWS-Fli inh: 7; LGR2 inh: 2; S100A4 MyoIIA: -4; PAX8 reporter: -2; ERAP1 inh: -3

Compound activity deposited in PubChem BioAssay by Broad Institute.
